High-throughput results (PubChem BioAssay)
bovine MsrA act: activates bovine MsrA enzyme. AID 602163. activation, % at 10.6 µM. purified bovine MsrA, absorbance read-out. actives 0.3% (n = 360,000); in the data active means activation above about 7.5%;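 further: 0% = vehicle and 100% = reference activator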
FAS-TE inh: blocks the thioesterase domain of human fatty acid synthase; P49327; recombinant FAS-TE, OMFH fluorogenic substrate, fluorescence endpoint; inhibition, % at 15 µM; actives 0.67% (n = 360,000);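 active means compounds whose normalised, plate-corrected inhibition of enzyme fluorescence in the single-dose primary screen is 50% or more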;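 further: 0% = DMSO with enzyme and 100% = substrate without enzyme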
Target sequence (P49327 whole entry, looked up, the tested form may be a part): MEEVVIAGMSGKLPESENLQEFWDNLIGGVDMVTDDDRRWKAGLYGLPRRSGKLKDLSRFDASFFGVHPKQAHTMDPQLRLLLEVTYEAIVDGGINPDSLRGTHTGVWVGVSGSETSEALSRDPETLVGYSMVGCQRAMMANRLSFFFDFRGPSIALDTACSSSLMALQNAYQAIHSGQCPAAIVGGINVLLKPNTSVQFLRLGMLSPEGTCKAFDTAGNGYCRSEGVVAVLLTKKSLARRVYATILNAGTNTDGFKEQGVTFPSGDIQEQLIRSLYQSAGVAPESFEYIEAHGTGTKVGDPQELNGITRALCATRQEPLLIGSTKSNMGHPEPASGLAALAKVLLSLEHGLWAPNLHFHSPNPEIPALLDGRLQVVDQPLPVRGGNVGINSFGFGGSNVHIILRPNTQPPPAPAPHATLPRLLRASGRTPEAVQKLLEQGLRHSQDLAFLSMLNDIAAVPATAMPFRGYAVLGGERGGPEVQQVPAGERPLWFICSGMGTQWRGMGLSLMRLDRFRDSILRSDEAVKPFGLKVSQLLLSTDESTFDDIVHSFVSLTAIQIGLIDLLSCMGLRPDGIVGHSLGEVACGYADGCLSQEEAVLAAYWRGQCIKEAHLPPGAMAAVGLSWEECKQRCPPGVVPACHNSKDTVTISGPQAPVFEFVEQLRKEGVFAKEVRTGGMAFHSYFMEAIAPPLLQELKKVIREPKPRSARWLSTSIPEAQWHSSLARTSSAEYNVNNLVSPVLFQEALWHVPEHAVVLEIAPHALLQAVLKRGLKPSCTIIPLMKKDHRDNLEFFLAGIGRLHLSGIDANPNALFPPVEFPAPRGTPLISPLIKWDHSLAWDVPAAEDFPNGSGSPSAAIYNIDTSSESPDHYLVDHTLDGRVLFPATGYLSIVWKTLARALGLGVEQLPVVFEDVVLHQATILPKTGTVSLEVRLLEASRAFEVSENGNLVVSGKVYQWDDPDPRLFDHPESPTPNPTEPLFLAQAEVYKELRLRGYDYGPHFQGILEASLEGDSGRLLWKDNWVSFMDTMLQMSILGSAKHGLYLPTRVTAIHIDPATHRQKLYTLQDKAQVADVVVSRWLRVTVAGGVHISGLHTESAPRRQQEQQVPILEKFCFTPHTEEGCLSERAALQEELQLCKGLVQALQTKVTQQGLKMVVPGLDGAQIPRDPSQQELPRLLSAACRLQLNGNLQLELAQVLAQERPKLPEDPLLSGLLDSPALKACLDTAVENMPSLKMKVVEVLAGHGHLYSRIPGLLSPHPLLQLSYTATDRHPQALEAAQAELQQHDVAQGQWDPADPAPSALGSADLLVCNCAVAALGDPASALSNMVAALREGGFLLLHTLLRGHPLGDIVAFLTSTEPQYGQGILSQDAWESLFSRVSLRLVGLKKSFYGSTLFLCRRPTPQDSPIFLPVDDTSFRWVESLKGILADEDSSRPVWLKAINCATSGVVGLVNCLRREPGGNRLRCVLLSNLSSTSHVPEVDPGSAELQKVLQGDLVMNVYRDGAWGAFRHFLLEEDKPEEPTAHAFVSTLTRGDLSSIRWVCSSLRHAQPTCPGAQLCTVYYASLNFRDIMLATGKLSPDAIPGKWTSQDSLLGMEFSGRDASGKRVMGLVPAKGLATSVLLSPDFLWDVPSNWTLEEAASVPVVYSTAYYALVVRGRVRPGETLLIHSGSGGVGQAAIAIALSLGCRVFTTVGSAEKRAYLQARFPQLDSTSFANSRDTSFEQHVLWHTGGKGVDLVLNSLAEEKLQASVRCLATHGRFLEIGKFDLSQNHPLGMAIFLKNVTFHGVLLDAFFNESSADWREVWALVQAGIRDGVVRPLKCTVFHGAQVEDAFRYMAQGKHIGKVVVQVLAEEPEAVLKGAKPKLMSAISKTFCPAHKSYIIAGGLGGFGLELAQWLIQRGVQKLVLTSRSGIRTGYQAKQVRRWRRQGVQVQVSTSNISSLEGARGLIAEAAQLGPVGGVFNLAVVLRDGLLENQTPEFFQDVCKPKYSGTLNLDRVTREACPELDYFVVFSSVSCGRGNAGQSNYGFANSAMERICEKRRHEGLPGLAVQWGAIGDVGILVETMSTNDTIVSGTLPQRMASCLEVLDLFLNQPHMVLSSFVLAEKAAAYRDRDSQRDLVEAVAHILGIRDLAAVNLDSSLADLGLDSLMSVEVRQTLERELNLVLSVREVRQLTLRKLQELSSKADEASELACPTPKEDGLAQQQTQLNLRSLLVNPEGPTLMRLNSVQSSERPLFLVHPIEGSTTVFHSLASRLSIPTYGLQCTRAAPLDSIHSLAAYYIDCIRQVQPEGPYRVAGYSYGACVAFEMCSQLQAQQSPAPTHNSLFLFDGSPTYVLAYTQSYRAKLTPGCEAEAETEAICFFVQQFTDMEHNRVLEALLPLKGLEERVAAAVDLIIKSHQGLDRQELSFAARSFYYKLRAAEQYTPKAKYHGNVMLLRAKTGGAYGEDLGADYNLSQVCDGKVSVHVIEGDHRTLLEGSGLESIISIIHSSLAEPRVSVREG
E coli Lon inh: E. coli protease La inhibition; purified E. coli Lon protease, fluorescence polarization; inhibition, % at 7.94 µM; actives 0.42% (n = 360,000); AID 602123; in the data active means inhibition above about 13%, passing the limit was not always enough;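 further: 0% = enzyme with probe and DMSO and 100% = no enzyme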
NRP1-CendR mod: alters CendR peptide binding to human NRP-1; O14786; FAM-RPARPAR peptide binding to NRP-1, fluorescence polarization; inhibition, % at 25 µM; actives 0.85% (n = 360,000);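 active means inhibition or corrected inhibition above about 18%, plus a signal ratio from 0.5 to 1.5, limit read from the data, passing the limit was not always enough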; further: strong numbers were not always called active
Rin1 Abl inh: human Rin1-Abl interaction inhibition | P00519+Q13671 | TR-FRET Rin1/Abl binding, biochemical | inhibition, % at 7.35 µM | actives 0.4% (n = 360,000); in the data active means inhibition above about 5%, passing the limit was not always enough
MT1-MMP act inh: MT1-MMP (human) activation inhibition; actives 0.061% (n = 360,000); P50281; HT1080 RFP-PRO-GFP cells, GFP/RFP ratio fluorescence, overnight; percent of plate control window, DMSO zero; GFP/RFP ratio change, % at 20 µM; AID 651647;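 active means GFP/RFP ratio change of at least 30% with cell ATP level not reduced by more than half and red fluorescence within 50% of control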; further: strong numbers were not always called active
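Material – HT1080 RFP-PRO-GFP cells · Control set – DMSO wells and RFP-L50D-GFP cells · Incubation – overnight cell settling, then overnight compound exposure, 37 °C, 5% CO2 · Compound dosing – single-point 20 µM compound, 1% DMSO · Read-out – GFP/RFP fluorescence ratio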
Neddyl block: inhibitors of human cullin neddylation; P61081+Q13564; TR-FRET cullin neddylation, biochemical; calls only at 25 µM; AID 651699; actives 0.58% (n = 360,000); in the data active means inhibition above about 36%
SKN-1 inh: C. elegans SKN-1 inhibition; C. elegans VP596 Pgst-4::GFP/RFP ratio, acrylamide-induced, 24 h; inhibition, % at 21.8 µM; actives 0.49% (n = 360,000); AID 624304;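 active means interference check ratio from 0.5 to 1.5 plus GFP to RFP signal ratio inhibition reaching or exceeding a fixed threshold, cut at about 30% in these data, passing the limit was not always enough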; further: some compounds called inactive have numbers as strong as hits
MLLE-PAM2 inh: inhibitors of microRNA-mediated deadenylation, human PABP1 MLLE binding; GST-MLLE / FITC-PAM2 fluorescence polarization; inhibition, % at 20 µM; P11940; actives 0.36% (n = 360,000); in the data active means inhibition above about 35%, passing the limit was not always enough;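 further: plate controls were DMSO wells with GST-MLLE for no effect and wells lacking GST-MLLE protein for full effect; some results filed as inactive read as strong as hits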
Numbers without * were called inactive; i = inactive; & = joins results of further samples. This is a random part of the collection, and some 4% of all compounds hit somewhere here.

SMILES	bovine MsrA act	FAS-TE inh	E coli Lon inh	NRP1-CendR mod	Rin1 Abl inh	MT1-MMP act inh	Neddyl block	SKN-1 inh	MLLE-PAM2 inh
CCN(CC(=O)Nc1c(F)cccc1F)C(=O)c1ccc(C2SCCS2)cc1	-6	-1	-19	1	4	1	i	-34	26
O=C(Nc1cccc(C(F)(F)F)c1)c1cncs1	-2	0	-11	-6	1	2	i	21	-3
CSc1nc(-c2ccc(Cl)cc2)nn1C(=O)c1ccco1	-5	14	4	-14	0	1	i	5	3
COc1cccc(C(O)c2cnc(C(C)C)n2C)c1OC (stereo not drawn)	-7	-6	-7	-2	-3	6	i	5	-1
CC1(C(=O)NS(=O)(=O)c2ccccc2C(F)(F)F)CCN1C(=O)C1CCCCC1 (stereo not drawn)	-5	-12	-10	-12	-2	1	i	-3	4
COc1ccc(CNC(=O)COC(=O)[C@H](Cc2c[nH]c3ccccc23)NC(=O)c2cccs2)cc1	0	-6	-9	-8	-3	-1	i	2	6
C=CCN1C(=O)C(CC(=O)O)SC1=Nc1ccc(C)cc1 (stereo not drawn)	7	-4	-2	17	0	-1	i	-6	-6
CCCCNC(=O)C(C)N(CCN(C)C)C(=O)CCCN1C(=O)NC(c2ccc(Cl)cc2)C(C(=O)OCc2ccccc2)=C1C (stereo not drawn)	3	4	-4	-9	0	0	i	-20	-2
COc1cc(/C=C2\SC(N3CCc4ccccc4C3)=NC2=O)cc(OC)c1OC	-3	-3	2	-142	-2	4	i	-1	-10
Cc1ccc(C(C(=O)NCCc2ccccc2)N(C(=O)c2csnn2)C2CC2)o1 (stereo not drawn)	-10	-6	5	-1	3	-1	i	-41	-8
Cc1ccc(S(=O)(=O)N(C)C)cc1NC(=O)COC(=O)c1ccc2c(=O)n3c(nc2c1)CCC3	-3	-4	7	10	1	0	i	33	-1
Cc1cc(Cl)ccc1NC(=S)N1CCN(Cc2ccccc2)CC1	-4	3	-6	1	1	1	i	3	-95
O=C(Cn1nnc2ccccc21)N1CCCCC1	1	-3	5	-2	0	7	i	1	-3
CCN(Cc1ccccc1)C(=O)CSc1ncn[nH]1	0	-5	7	15	-1	2	i	5	-11
CCn1cc(/C=C(\NC(=O)c2ccccc2Cl)C(=O)N2CCOCC2)c2ccccc21	-7	-2	-10	9	3	0	i	5	-30
CCCCn1c(N)c(N(CCOC)C(=O)COC(=O)COc2ccccc2C#N)c(=O)[nH]c1=O	-7	-6	-1	-9	-1	-3	i	-2	-1
COc1ccccc1NNC(=O)c1cc(C(C)(C)C)nn1Cc1ccccc1	-1	16	5	-6	0	-1	i	6	1
CCOCCCNC(=O)/C(C#N)=C/c1ccc(C)o1	-4	-2	8	6	-3	3	i	16	-9
CCOc1ccc(-c2noc(CCC(=O)NC)n2)cc1OCC	0	-11	5	4	-1	2	i	18	3
CCCCC1(Cc2ccc(OC)c([N+](=O)[O-])c2)C(=O)N(c2ccccc2)N(c2ccccc2)C1=O	-11	-13	-1	3	-3	9	i	14	9

Some of the entries so far, in CSV form.
mol,bovine MsrA act,FAS-TE inh,E coli Lon inh,NRP1-CendR mod,Rin1 Abl inh,MT1-MMP act inh,Neddyl block,SKN-1 inh,MLLE-PAM2 inh
CCN(Cc1ccccc1)C(=O)CSc1ncn[nH]1,0,-5,7,15,-1,2,i,5,-11
O=C(Cn1nnc2ccccc21)N1CCCCC1,1,-3,5,-2,0,7,i,1,-3
CCCCC1(Cc2ccc(OC)c([N+](=O)[O-])c2)C(=O)N(c2ccccc2)N(c2ccccc2)C1=O,-11,-13,-1,3,-3,9,i,14,9
CCCCn1c(N)c(N(CCOC)C(=O)COC(=O)COc2ccccc2C#N)c(=O)[nH]c1=O,-7,-6,-1,-9,-1,-3,i,-2,-1

Next section:
SMILES	bovine MsrA act	FAS-TE inh	E coli Lon inh	NRP1-CendR mod	Rin1 Abl inh	MT1-MMP act inh	Neddyl block	SKN-1 inh	MLLE-PAM2 inh
Cc1[nH]n(-c2nc(-c3ccccc3)cc(=O)[nH]2)c(=O)c1CCO	-14	-6	2	23	4	12	i	4	3
COc1ccc(Cl)cc1NC(=O)CCc1nnc2ccc(N3CCN(C)CC3)nn12	-7	-5	-2	0	3	-7	i	-4	8
COc1cc(C)c(Br)cc1S(=O)(=O)NCCN1CCOCC1	-3	-4	1	18	-4	-1	i	1	5
C/C(=N\Nc1ccc([N+](=O)[O-])cc1)c1ccc(N)cc1	-2	-1	-90	-70	-1	-12	i	14	-9
O=C(Cn1nnc(-c2ccccc2F)n1)Nc1ccc(C(=O)N2CCOCC2)cc1	-1	-4	4	8	5	-1	i	10	-3
O=C(NC1=C(NC2CCS(=O)(=O)C2)C(=O)c2ccccc2C1=O)c1ccccc1 (stereo not drawn)	-1	9	8	23	-7	-1	i	8	21
Cc1c(O)c2c3c(cccc3c1O)C(=O)N(c1ccccc1)C2=O	-4	-20	-14	-5	0	-235	i	2	33
c1ccc(Nc2c3c(nc4ccccc24)CCC3)cc1	-4	1	-6	6	-2	4	i	-4	2
Cn1c(=O)c2c(nc(SCC(=O)NC34CC5CC(CC(C5)C3)C4)n2C)n(C)c1=O	1	3	-5	16	-1	4	i	4	-16
CCOC(=O)N1CCN(C(=S)Nc2ccc(C)cc2)CC1	-3	-10	-4	-5	2	-1	i	3	-33
C=C1C(=O)O[C@H]2C1CC[C@@](C)(O)C13C=CC(C)(C21)C1(C3)C(=O)O[C@@H]2C3C(C)=CCC3[C@](C)(O)C[C@H](OC(C)=O)C21 (stereo partly drawn)	-3	-6	7	9	3	0	i	2	0
COc1cc(C(=O)N2CCC(n3c(C)nc4cc(F)ccc43)CC2)cc(OC)c1OC	-3	-4	-1	-5	0	2	i	0	15
Cc1noc(C)c1S(=O)(=O)N(CC(=O)O)c1ccc2c(c1)OCO2	-3	-6	-1	16	3	-1	i	15	-12
CCN(CC)C(=O)C1=C(C)N(Cc2ccccc2)C(=O)C(CC(=O)NCc2cccs2)C1 (stereo not drawn)	-3	-7	8	-5	-3	1	i	-18	-1
CCc1ccc(OCc2nnc(SCC(=O)NCC3CCCO3)n2C)cc1 (stereo not drawn)	-5	-3	-7	14	1	3	i	-3	5
CCCCCCCCCNC(=O)[C@H](NC(=O)COc1ccccc1)[C@@H]1NC(C(=O)OC)C(C)(C)S1 (stereo partly drawn)	-1	13	-7	12	2	-2	i	-14	-4
O=C(NCc1ccccc1F)c1ccc2ccccc2n1	-4	2	-2	8	1	-1	i	9	-3
O=C(Nc1ccc(F)cc1)C1CCN(S(=O)(=O)c2cccc3nonc23)CC1	-2	2	-2	1	-4	-1	i	27	-8
Cc1ccc(-c2nc3ccccc3[nH]2)cc1NC(=O)c1sc2cc(Cl)ccc2c1Cl	-6	5	-13	-14	2	8	i	-5	1
COc1ccc(S(=O)(=O)N2CCOCC2)cc1C(=O)NCC(c1ccco1)N1CCCC1 (stereo not drawn)	-4	-4	-11	-2	5	2	i	3	-3
Cc1noc(C)c1C(=O)N1CCN(c2cccc(Cl)c2)CC1	-5	-3	-3	7	2	0	i	6	10
Cc1cccc(NC(=O)C(CCC(N)=O)NC(=O)OCc2ccccc2)c1 (stereo not drawn)	-1	-2	-6	3	1	-1	i	3	-7
OC(c1ccccc1)c1nc2ccccc2s1 (stereo not drawn)	-6	-1	-2	-14	0	2	i	14	10
CC(C)N(C(=O)c1sc2cc([N+](=O)[O-])ccc2c1Cl)C(C)C	1	17	8	8	1	0	i	12	6
C#CCOCCOCCOCCNc1nc(N2CCOCC2)nc(N2CCN(C(=O)Cn3cc(CCCCN)nn3)CC2)n1	-2	-14	-9	-9	2	1	i	11	11
COc1ccc(CCn2c(=S)[nH]c3cc(C(=O)NCc4ccco4)ccc3c2=O)cc1OC	-1	-16	-4	-18	1	-1	i	8	-33
COc1cc(C(=O)Nc2ccc(S(=O)(=O)Nc3nccc(C)n3)cc2)cc(OC)c1OC	1	-5	-7	1	4	19	i	19	6
Cc1ccccc1S(=O)(=O)N1C[C@H]2CON(C)[C@H]2C[C@H]1c1cccc(N2CCOCC2)c1	-3	-3	0	13	-2	2	i	24	-19
O=C(CCc1nc(-c2ccccc2)no1)NC1CCCCCC1	-4	0	4	10	4	-1	i	8	5
Oc1c(C=C2N=c3ccccc3=N2)sc(=S)n1-c1ccc(F)cc1	-5&-3	-9&-15	-46&-42	4&-33	-2&6	-5&-36	i	19&2	-61&-95
COc1ccc(CCN=CC2=C(O)CC(C)(C)CC2=O)cc1	0	-7	4	-10	0	0	i	-12	-9
CCOC(=O)c1ccc(NC(=O)CSc2nnc(C3CCCCC3)n2C)cc1	-1	-5	-3	-2	1	5	i	1	-3
Cc1cc(-c2n[nH]c(=S)n2/N=C/C=C/c2ccco2)n[nH]1	2	-6	1	-16	3	-1	i	18	-22
Cc1ccc(CN(C(=O)COc2ccc(C)c(C)c2)C2CCS(=O)(=O)C2)o1 (stereo not drawn)	-4	5	0	9	1	-2	i	17	-6
COc1ccccc1CN1CCNC(=O)C1CC(=O)N(C)Cc1cnccn1 (stereo not drawn)	-2	-5	7	3	-3	1	i	5	-1
CCC(C)NC(=O)Cn1cnc([N+](=O)[O-])c1 (stereo not drawn)	-9	-9	-3	2	1	0	i	6	-3
CCC(c1nnc(SCc2nc3ccccc3s2)n1Cc1ccccc1)N(C)C (stereo not drawn)	-4	0	-15	-27	-2	-21	i	-3	-56
O=C(NC(=S)Nc1ccc(CN2CCOCC2)cc1)c1ccc([N+](=O)[O-])cc1Cl	-3	15	-8	1	-2	-1	i	1	36
CCOC(=O)C1=C(C)NC(=O)NC1c1cccs1 (stereo not drawn)	-3	-5	8	6	1	-3	i	2	-3
Cc1occc1C(=O)Nc1ccc2c(c1)CCC2	0	-1	6	13	0	-8	i	8	24
COc1ccc(OC)c(CN(CCCN2CCOCC2)S(=O)(=O)c2ccc(NC(C)=O)cc2)c1	-9	-11	-2	5	4	-2	i	-4	4
O=C(CSc1ccc(-c2cccnc2)nn1)Nc1ccccc1C(F)(F)F	-4	-1	0	-19	-2	4	i	18	-20
COc1ccc(CCn2c(=N)c(C(=O)NCc3ccco3)cc3c(=O)n4ccccc4nc32)cc1OC	-2	-6	-6	-15	-7	-3	i	-11	-2
COc1ccc(NC(=O)Cc2nnc(SCC(=O)Nc3nccs3)n2C)cc1	-9	-3	-2	0	-1	-1	i	-5	0
COc1ccc(N2CC(C(=O)Nc3ccc(S(=O)(=O)N4CCCC4)cc3)CC2=O)cc1 (stereo not drawn)	-7	-2	-2	3	0	-1	i	-13	11
Cc1ccc(N(C(=O)Cc2cccs2)C(C(=O)NCC2CCCO2)c2ccncc2)cc1 (stereo not drawn)	0	-2	1	-5	-1	-3	i	13	3
COc1cccc(S(=O)(=O)NCC(=O)N2CCCC2)c1	-2	-4	-3	6	0	0	i	0	-5
Fc1cccc(Cl)c1-c1nnc2ccc(C(F)(F)F)cn12	-9	-16	4	10	5	-5	i	-3	6
COc1ccc(CCN(C(=O)c2cccc(F)c2)C2CC(=O)N(c3ccc(OC)cc3)C2=O)cc1 (stereo not drawn)	-2	15	-14	-11	1	-4	i	5	5
O=C(Nc1ccccc1F)c1ccc(S(=O)(=O)NCC2CCCO2)cc1 (stereo not drawn)	-1	-4	-5	4	1	6	i	14	0
CN(C)c1ccc(C2CC(=O)NC3=C2C(=O)CC(C)(C)C3)cc1 (stereo not drawn)	0	-9	1	-23	1	-5	i	8	-4
COc1ccccc1CN1CC(C(=O)NCc2cccc(C)n2)CCC1=O (stereo not drawn)	-2	-6	3	8	1	2	i	9	1
O=S(=O)(Nc1ncccn1)c1ccc(NC(=S)NCCc2ccccc2)cc1	-6	-1	-2	-1	0	13	i	-4	19
